Source: PubChem
MRP-1 activ: H69AR viability gain despite doxorubicin, primary screen, MRP-1 activator project, H69AR cells, CellTiter-Glo | viability rescue | viability increase, % at 10 µM | 140,000 compounds, 0.61% hits | AID 799, 2007;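 active = viability gain under doxorubicin at or above a set limit, the compound median plus 3 SD, cut at about 4.7% in these data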;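 note: MRP-1 overexpressing cells given doxorubicin 25 µM after compound pretreatment; 18-22 h compound pretreatment then 72 h with doxorubicin before readout; 0% = doxorubicin-only wells and 100% = vehicle-treated cells without doxorubicin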
BB579 growth dn: growth inhibitors of yeast BB579 in restrictive medium, primary screen, yeast lifespan-shortening project, S. cerevisiae. OD615, 48 h. AID 804, 2007. inhibition, % at 10 µM. 140,000 compounds, 0.51% hits;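 active = inhibition above a set limit, 3 SD over the mean compound inhibition, cut at about 44% in these data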; note: inactives centre near -24
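Material: Saccharomyces cerevisiae DeaD strain BB579, replicative lifespan model yeast; buffer or medium: CSMM-D restrictive synthetic medium containing dextrose (glucose); compound: 10 µM single dose, DMSO 0.25%; timing: 48 h compound exposure at 30 °C after 4 h preincubation; signal: turbidity as optical density at 615 nm; benchmarks: positive control amphotericin B 10 µg/mL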
Phagocyt inh: inhibitors of macrophage phagocytosis, primary screen, imaging, J774A.1 cells, IgG beads; 110,000 compounds, 0.07% hits; J774A.1 macrophage IgG-bead phagocytosis; inhibition, % at 5 µM; AID 1029, 2008;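 active = inhibition above the mean of the plate negative controls plus 5 SD, cut at about 13% in these data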;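 note: phagocytic index as fraction of beads internalized from green versus red external bead signal; plate controls were DMSO negative control for no effect and cytochalasin-D positive control for full effect; some results beyond the cut were filed as inactive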
Yeast life ext: compounds extending yeast replicative lifespan, primary screen, S. cerevisiae, OD615 | S. cerevisiae growth with nicotinamide; deaD strain in restrictive glucose medium | inhibition of the nicotinamide effect, % at 10 µM | 130,000 compounds, 0.68% hits;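 active = inhibition above a set limit, placed 3 SD over the median of all compounds, cut at about 26% in these data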;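 note: 0% = nicotinamide-treated wells and 100% = cells grown without nicotinamide; some compounds called inactive have numbers as strong as hits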
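Assay system: DeaD-strain S. cerevisiae. Medium: CSMM-D glucose medium, restrictive. Reagent: nicotinamide, 1.5 mM, co-present with compound. Compound: 10 µM single point, 0.25% DMSO. Schedule: culture preincubation 4 h, compound exposure 48 h, both 30 °C. Detection: absorbance at 615 nm.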
E-sel TNF inh: E-selectin induction blockers in HUVEC – imaging, immunofluorescence, high content, primary screen; HUVEC TNFa-induced E-selectin immunofluorescence; inhibition, % at 2 µM; 120,000 compounds, 0.71% hits; AID 1246, 2008;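 active = inhibition above the batch mean plus 3 SD, and confirmed as a hit on visual image review, cut at about 43% in these data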;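 note: 0% = TNF-stimulated DMSO wells and 100% = unstimulated control wells; not every result past the cut was called active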
NPY Y2 blocker: NPY-Y2 receptor antagonists, primary screen, cell-based; NPY-Y2 expressing cells, antagonist mode; inhibition, % at 2.7 µM; Neuropeptide Y receptor type 2 (Homo sapiens), P49146; 140,000 compounds, 0.99% hits; in the data active = inhibition above about 17%;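 note: 0% = vehicle with agonist challenge and 100% = reference antagonist with challenge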
Target sequence (P49146 whole entry, looked up): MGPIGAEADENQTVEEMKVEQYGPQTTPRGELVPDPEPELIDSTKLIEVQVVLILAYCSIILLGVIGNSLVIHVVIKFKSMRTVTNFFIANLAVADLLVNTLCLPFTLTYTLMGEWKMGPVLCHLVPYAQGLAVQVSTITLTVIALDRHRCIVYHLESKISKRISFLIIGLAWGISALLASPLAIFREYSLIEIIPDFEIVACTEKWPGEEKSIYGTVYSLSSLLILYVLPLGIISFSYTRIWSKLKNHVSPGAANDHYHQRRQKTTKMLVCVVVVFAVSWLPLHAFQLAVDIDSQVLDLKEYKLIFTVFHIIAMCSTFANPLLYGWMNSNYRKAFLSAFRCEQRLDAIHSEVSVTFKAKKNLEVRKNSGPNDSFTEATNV
GALR2 blocker: GALR2 antagonists in receptor-expressing cells, primary screen | Galanin receptor type 2 (Homo sapiens), O43603 | inhibition, % at 4 µM | antagonist mode | 140,000 compounds, 0.39% hits; in the data active = inhibition above about 27%;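 note: cells stimulated with galanin 1-16 at roughly its EC80; 0% = agonist challenge control and 100% = basal control without agonist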
Target sequence (O43603 whole entry, looked up): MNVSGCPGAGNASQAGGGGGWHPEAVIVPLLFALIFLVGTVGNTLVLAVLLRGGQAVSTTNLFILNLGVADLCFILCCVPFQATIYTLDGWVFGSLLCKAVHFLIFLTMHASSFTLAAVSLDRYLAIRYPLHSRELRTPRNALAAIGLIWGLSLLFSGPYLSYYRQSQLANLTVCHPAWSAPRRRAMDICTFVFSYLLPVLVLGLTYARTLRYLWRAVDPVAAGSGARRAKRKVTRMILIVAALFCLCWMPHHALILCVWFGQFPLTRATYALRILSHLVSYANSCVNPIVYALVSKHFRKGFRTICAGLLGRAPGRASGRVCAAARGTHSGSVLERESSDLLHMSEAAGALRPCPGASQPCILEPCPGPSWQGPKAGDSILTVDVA
Measles CPE: compounds protecting cells from measles virus cytopathic effect, primary screen, measles RdRp inhibitor project, single point, MLSMR library, absorbance; Measles virus-infected cells, CPE protection; protection (pct of control), % at 4 µM; 140,000 compounds, 1.5% hits; AID 841, 2007; in the data active = protection mostly above about 24%, no sharp cut-off; inactive = mostly below about 26%; note: some compounds called inactive have numbers as strong as hits
bCat KO growth: primary screen for growth suppressors in beta-catenin knockout HCT116 cells (colon tumor, human); HCT116 beta-catenin knockout viability, CellTiter-Glo, 60 h; active compounds read low; viability, % at 10 µM; 140,000 compounds, 1.5% hits;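 active = viability at or under a set limit, the compound median less 4 SD, cut at about 6% in these data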;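 note: 0% = Hyamine 1622 control at 20 µM and 100% = untreated cell control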
PTEN del growth: growth suppression of PTEN-null HCT116, primary screen, cell-based, CellTiter-Glo; HCT116 PTEN-null viability, 60 h; active compounds read low; viability, % at 10 µM; 140,000 compounds, 1.2% hits;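 active = viability at or below a set limit, 4 SD under the median of all tested compounds, cut at about 3.7% in these data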;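 note: PTEN knockout HCT116 line with beta catenin targeted HCT116 as companion control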
Starred values were filed as active, the others as inactive; / = no result given.

SMILES	MRP-1 activ	BB579 growth dn	Phagocyt inh	Yeast life ext	E-sel TNF inh	NPY Y2 blocker	GALR2 blocker	Measles CPE	bCat KO growth	PTEN del growth
O=C(O)CCSc1nnc(SCC(=O)NCC(F)(F)F)s1	-2.9	-1	-5	0	-7	2	6	10	92	99
Cc1onc(-c2ccccc2Cl)c1C(=O)N1CCCc2ccccc21	-1.7	-31	0	-4	/	-1	-2	18	59	70
Cc1oc(C(C)(C)C)cc1C(=O)NCC(=O)NCC(=O)O	-0.6	-21	0	-7	/	0	-30	5	106	96
CC1CN(C(=O)c2cc3c(=O)n4ccccc4nc3s2)CC(C)O1 (stereo not given)	-2.3	-41	-2	-23	17	4	11	3	93	94
Cc1cc(/C=N\NC(=O)CC(=O)NC2CCCCC2)c(C)n1-c1ccc(Cl)c(Cl)c1	-3.5	-17	/	-5	-18	3	0	17	92	86
O=C(c1ccco1)N1CCN=C1SCc1ccccc1F	0.0	-20	0	-7	/	3	-6	9	102	95
CSc1nc2ccc(NS(=O)(=O)c3cccc(Cl)c3Cl)cc2s1	0.5	-59	-2	13	-4	8	11	2	92	108
C/C(=N\NC(=O)c1ccn[nH]1)c1cn(C)nc1C	-1.0	-36	-4	3	/	-2	4	29	90	95
Cc1cccc(-n2ccnc2SCC(=O)Nc2nccs2)c1	-1.0	-7	-3	-6	-6	-2	5	13	98	99
O=C(Nc1cccc2ccccc12)C1CCN(C(=O)NCc2ccccc2)CC1	-0.3	-67	-6	5	-7	-1	17	7	93	97
C/C(=N\NC(=O)Cn1nc(C)c(Br)c1C)c1cccs1	-0.6	-16	-4	2	/	0	-2	2	88	94
O=C(Nc1ccccc1-c1ccccc1)c1cnccn1	-0.5	-28	0	-15	1	4	6	10	97	96
O=C(O)CSc1nnc(-c2ccccc2O)n1Cc1ccccc1	-0.9	-27	1	-25	2	0	2	38	86	92
O=C(CC1(O)C(=O)Nc2ccccc21)c1ccccc1 (stereo not given)	-1.6	-37	-2	-4	/	2	-6	2	88	101
COc1ccc(-c2noc(CCC(=O)NC3CCN(Cc4ccccc4)CC3)n2)cc1	-0.8	-17	0	-4	8	3	-2	15	80	77
Cc1ccccc1NC(=O)c1sc2nc[nH]c(=O)c2c1C	-0.6	-10	-1	-24	-48	2	15	3	88	93
NC(=O)CSc1nc2cc([N+](=O)[O-])ccc2n1-c1cccc(C(F)(F)F)c1	-3.1	-6	-5	2	/	-2	9	4	80	76
CC1CCCC2(C1)NC(=S)N(c1ccccc1)N2 (stereo not given)	-3.7	87*	/	-32	0	-1	1	2	77	77
Cc1ccc2oc(=O)c3cnn(CC(=O)Nc4cc(-c5cccc(F)c5)no4)c3c2c1	-3.5	-18	/	-2	17	4	5	25	103	98
Cc1nc2cc(Cl)c(Cl)cc2nc1C	-4.0	-13	-6	-16	26	2	10	2	93	85
O=c1c(F)cn(C2CCCO2)c(=O)n1Cc1c(F)cccc1Cl (stereo not given)	-0.1	-48	0	-3	-12	0	-3	9	98	101
O=C(O)c1cccc(Cn2c(Cl)c(/C=N/NC(=O)c3ccccc3)sc2=O)c1	-2.1	-24	/	-12	-43	2	2	5	96	93
O=C(Oc1cccc(Br)c1)c1cccnc1	-0.4	-4	/	-32	18	-1	-5	18	79	90
CCc1nc(SCc2cccnc2)c(C#N)cc1C	-0.6	-85	/	-9	28	5	13	3	96	105
CCN(CC)c1ccc2cc(C(=O)Nc3ccccn3)c(=O)oc2c1	0.6	-16	0	-7	1	13	-5	13	99	100
Cc1cc(C)c2nc(N3CCCN(C(=O)c4cnccn4)CC3)c(C#N)cc2c1	-1.9	-11	0	-2	/	2	-12	18	80	80
CCCn1nnc(NC(=O)c2cccc(OCC(C)C)c2)n1	-0.8	-51	-2	-7	93*	2	2	21	98	103
COc1ccc(C(=O)Nc2cccc(/C(C)=N/NC(=O)c3ccc([N+](=O)[O-])c(C)c3)c2)cc1OC	-3.1	-41	-1	2	-1	1	8	6	82	81
COc1ccccc1CNC(=O)Cc1cc(=O)[nH]c(=O)[nH]1	-0.5	-9	/	2	-15	-2	-2	11	92	89
O=C(/C=C/c1ccc(-c2ccccc2[N+](=O)[O-])o1)c1ccccc1	-5.8	-33	/	-6	4	9	14	21	28	16
CCOc1[nH]n(-c2ccc(Cl)cc2)c(=O)c1C=Nc1ccc(C)cc1	0.2	-29	-1	5	/	1	-9	10	97	81
Cc1ccc2c(c1)c1ncnc(N3CCOCC3)c1n2C	-3.5	42	0	-36	-11	2	17	10	62	66
CCn1c2ccccc2c2cc(NC(=O)CSc3nnc(-c4cccc(F)c4)o3)ccc21	-3.4	-45	0	-7	-10	3	4	11	32	32
CCOC(=O)CSc1nnnn1-c1cc(OC)ccc1OC	-0.1	-27	0	-8	43	-1	3	4	103	110
O=C(Nc1ccc(Cl)cc1C(=O)NCC1CCCO1)c1ccco1 (stereo not given)	-0.4	-47	-2	-10	-3	0	11	20	98	95
CCOC(=O)N1CCN(C(=O)COc2ccc3c(c2)C(=O)CC2(CCN(C(C)=O)CC2)O3)CC1	-0.4	-23	-1	-16	/	-1	13	10	88	91
Cc1nnnn1/C(=C\c1ccccc1)C(=O)OCC(=O)NC(C)(C)C	-4.7	-49	-1	1	/	0	24	31	50	41
O=C(COn1nnc2ccc(Cl)cc21)NC12CC3CC(CC(C3)C1)C2	-2.2	-10	-1	-2	-3	5	0	10	86	81
O=C(NCCO)/C(=C\c1ccc(Br)cc1)NC(=O)c1cccs1	2.2	6	-9	-6	/	1	0	21	88	96
Cc1ccccc1NC(=O)/C(=C/c1cccs1)NC(=O)c1ccco1	-0.6	2	-6	-2	/	0	-11	4	86	84
O=C(CSc1nnc(-c2cccs2)n1-c1ccccc1)NCC1CCCO1 (stereo not given)	-2.4	-9	1	-3	-7	5	-8	20	94	98
O=C(NCc1cccs1)c1ccc(N2CCCC2=O)cc1	1.2	-37	0	-15	27	-1	-4	16	108	107
Cc1noc(C)c1S(=O)(=O)N1CCC(C(=O)N2CCN(c3ccc(F)cc3)CC2)CC1	-2.7	-34	-3	-7	-5	1	-3	3	84	92
CCN(CC)c1ccc(C2C(C(=O)OC(C)C)C(=O)CC(C)(O)C2C(=O)OC(C)C)cc1 (stereo not given)	-1.4	20	0	-9	-6	19*	-8	12	63	66
COCCN(C(=S)Nc1cccc(OC)c1)C(C)c1cccs1 (stereo not given)	-1.7	-58	-6	-3	/	6	3	13	84	80

Part of the list above, reduced to E-sel TNF inh and bCat KO growth:
SMILES	E-sel TNF inh	bCat KO growth
O=C(CSc1nnc(-c2cccs2)n1-c1ccccc1)NCC1CCCO1 (stereo not given)	-7	94
CCOC(=O)CSc1nnnn1-c1cc(OC)ccc1OC	43	103

Next records
SMILES	MRP-1 activ	BB579 growth dn	Phagocyt inh	Yeast life ext	E-sel TNF inh	NPY Y2 blocker	GALR2 blocker	Measles CPE	bCat KO growth	PTEN del growth
Cc1ccc(-n2nnnc2SC(C)C(=O)Nc2ccc(Cl)cn2)cc1 (stereo not given)	-2.5	-24	1	-24	/	11	9	3	67	72
O=C(NCc1ccco1)c1sc2cc(Cl)ccc2c1Cl	-2.8	7	/	/	0	6	-7	16	92	102
O=C(NCCN1CCOCC1)c1cc2sccc2n1Cc1ccc(F)cc1	-2.2	-28	-1	-1	-4	5	-2	2	92	91
COc1ccc(C(c2c(O)ccc3ccccc23)N2CCOCC2)c(OC)c1 (stereo not given)	-2.6	-2	-1	-9	/	13	12	4	69	71
Cc1ccccc1OCC(=O)Nc1ccc2c(c1)OCO2	-1.1	-10	/	-16	11	4	12	6	110	103
CN(C)CCN(C(=O)c1ccccc1Cl)c1nc2c(Cl)cccc2s1	-4.5	-6	-4	7	-5	10	3	4	73	60
COc1ccc(-c2nn(C)c3sc(C(=O)NCc4ccco4)cc23)cc1OC	-2.7	-37	-3	-27	-25	0	12	7	114	101
Cc1ccc(C)c(OCC(=O)N/N=C/c2c(C)nn(-c3ccccc3)c2Cl)c1	-1.1	-13	/	-3	-36	12	10	4	57	68
COC(=O)c1[nH]c2c(c1C)C(=O)CC(c1ccccc1)C2 (stereo not given)	-5.6	-48	5	-18	-15	3	12	8	12	12
O=C(NCCOc1cccc(Cl)c1Cl)c1cc(-n2cnnc2)ccc1Cl	-4.0	-35	-3	-13	-40	9	-1	3	77	73
COc1ccc(OC)c(NC(=S)N2CCN(C/C=C/c3ccccc3)CC2)c1	-2.9	-37	/	43*	-16	-1	-1	6	80	81
Cc1ccc(NC(=O)c2cccc(N3C(=O)C4C5CCC(C5)C4C3=O)c2)c(C)c1 (stereo not given)	1.3	-20	0	-3	/	0	17	15	93	96
c1ccc(SCCN2CCc3ccccc3C2)cc1	-2.2	-32	-1	17	5	3	2	9	86	93
O=C(CSc1ncnc2c1oc1ccccc12)N1CCCc2ccccc21	-2.7	-17	0	-2	/	8	-4	4	63	49
CC1(C)CC(=O)C(C(=S)Nc2ccccc2)=C(NCCN2CCOCC2)C1	-3.5	-20	3	6	12	3	-7	5	92	99
Oc1c(C(c2ccco2)N2CCN(C(c3ccccc3)c3ccccc3)CC2)sc2ncnn12 (stereo not given)	-3.9	-51	-1	-10	/	2	-4	17	51	47
C#CCOc1c(Br)cc(/C=N\NC(=O)CN2CCOCC2)cc1OCC	-3.1	-36	0	-13	0	1	-21	20	96	99
CC(=O)Nc1ccc(S(=O)(=O)NC2(C(F)(F)F)NC(=O)N(C3CCCC3)C2=O)cc1 (stereo not given)	-2.0	-18	1	-3	-2	1	16	6	90	94
OC(COCC1COc2ccccc2O1)CN1CCN(c2ccccc2)CC1 (stereo not given)	0.1	-3	/	-7	-33	1	-2	18	89	74
O=C(NCc1cccs1)C1CCCN(S(=O)(=O)c2cccs2)C1 (stereo not given)	0.4	-26	-2	0	1	-2	9	15	91	92
CCOc1ccc(OCCCC(=O)O)cc1	1.6	-37	-1	-5	-6	2	-1	2	105	100
N#Cc1cc(-c2ccccc2)cnc1Cl	-0.4	-28	0	-13	/	3	6	11	97	103
FC(F)(F)c1ccc2c(c1)nc1n2CCCC1	0.3	-18	2	-24	-11	3	1	15	87	97
O=C1c2ccccc2S(=O)(=O)N1CC(O)Cn1c2ccccc2c2ccccc21 (stereo not given)	-2.3	-25	0	/	-8	7	3	1	93	92
Cc1ccc(C)c(S(=O)(=O)Nc2nc(C)c(C(=O)Nc3ccccc3)s2)c1	0.6	-17	-10	-3	/	3	0	16	94	100
O=C(Nc1cccc(O)c1)N1CCOCC1	-0.8	2	/	/	11	1	10	23	96	95
